Compound activity (PubChem BioAssay)
PLAP activator – PLAP enzyme activators, biochemical, luminescence, HTS | purified PLAP enzyme, luminescent substrate read-out; hits give high values | actives 1.2% (n = 96,000) | Alkaline phosphatase, placental type (Homo sapiens), P05187 | activation fold at 20 µM | AID 696, 2007; in the data active = activation fold above about 2
Target sequence (P05187 whole entry, looked up): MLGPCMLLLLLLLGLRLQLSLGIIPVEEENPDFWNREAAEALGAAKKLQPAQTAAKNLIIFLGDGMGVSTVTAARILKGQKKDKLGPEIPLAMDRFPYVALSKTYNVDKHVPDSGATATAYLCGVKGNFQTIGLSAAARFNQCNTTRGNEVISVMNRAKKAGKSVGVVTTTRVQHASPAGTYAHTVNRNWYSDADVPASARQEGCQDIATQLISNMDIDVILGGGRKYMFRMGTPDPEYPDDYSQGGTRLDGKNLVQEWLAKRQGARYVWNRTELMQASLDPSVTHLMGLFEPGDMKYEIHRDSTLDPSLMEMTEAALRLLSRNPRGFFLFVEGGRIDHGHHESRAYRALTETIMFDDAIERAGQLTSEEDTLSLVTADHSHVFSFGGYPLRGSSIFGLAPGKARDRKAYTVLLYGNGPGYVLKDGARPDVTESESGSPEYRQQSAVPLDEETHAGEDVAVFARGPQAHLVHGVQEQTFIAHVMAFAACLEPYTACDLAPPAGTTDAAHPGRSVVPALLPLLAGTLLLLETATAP
ERa coact pot – enhancers of ERα–SRC-1 coactivator binding, primary screen, biochemical, TR-FRET, ERα LBD, low estradiol. coactivator binding (% of control), % at 25.6 µM. TR-FRET ERalpha-LBD/SRC-Cy5 coactivator binding, 2 h; 100 = basal binding, no effect. AID 639, 2007. Estrogen receptor (Homo sapiens), P03372. actives 1.3% (n = 86,000); in the data active = activity above about 200%;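 also: binding measured in presence of low estradiol as agonist stimulus; 0% = peptide alone without receptor and 100% = receptor with peptide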
ERa coact inh – ERα–SRC-1 coactivator interaction inhibitors, primary screen, biochemical, TR-FRET, ERα LBD, estradiol-bound; TR-FRET ER-alpha LBD / SRC-1 peptide; inhibition, % at 25.6 µM; Estrogen receptor (Homo sapiens), P03372; actives 1.7% (n = 86,000); AID 629, 2007; in the data active = inhibition above about 50%;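 also: 0% = receptor plus peptide control and 100% = peptide only without receptor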
MT1-MMP txn act – MT1-MMP promoter reporter activation – cell-based, luciferase luminescence, primary screen; AID 750, 2007; HT1080 MT1-MMP promoter luciferase reporter, overnight; hits give high values; activation factor at 10 µM; actives 0.16% (n = 86,000);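 active = activation factor of at least 2 for MT1-MMP transcription at 10 µM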
Mac1 fbg enh – enhancers of CD11b/CD18 adhesion to fibrinogen, primary screen, K562 cells, luminescence. ATPlite luminescence. activation, % at 10 µM. actives 0.07% (n = 93,000);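 active = 10 µM primary screen giving 50% or more activity, confirmed by 40% or more on retest at that dose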; also: strong numbers were not always called active; reference of the scale not given here
FAK blocker – FAK kinase inhibitors, primary screen, biochemical. actives 0.84% (n = 97,000). biochemical FAK kinase activity assay. inhibition, %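 (tested at 7 µM)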; in the data active = inhibition above about 19%;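 also: 0% = DMSO and 100% = reference compound high control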
CD11b adhes inh – inhibitors of CD11b/CD18 adhesion to fibrinogen, primary screen, K562 cells, luminescence; Integrin beta-2 (Homo sapiens) + Integrin alpha-M (Homo sapiens), P05107+P11215; ATPlite luminescence; Mn2+ added to activate the integrin; inhibition, % at 10 µM; actives 0.54% (n = 93,000); AID 1497, 2009;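 active = primary inhibition of 50% or more at 10 µM, then 40% or more on retest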; also: some results filed as inactive read as strong as hits
E coli WT exp – growth inhibitors of wild-type E. coli, primary screen, strain BW25113, expanded library, OD600 | growth inhibition, % at 100 µM | AID 710, 2007 | OD600 absorbance | actives 0.15% (n = 98,000);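 active = growth inhibition above about 50% at one test dose, limit read from the data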;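 also: growth measured after 20 h incubation at 37 °C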
ERb coact inh – inhibitors of ERβ-SRC1 coactivator interaction, primary screen, biochemical, TR-FRET, ERβ LBD, SRC-1 peptide. Estrogen receptor beta (Homo sapiens), Q92731. inhibition, % at 25.6 µM. actives 1.3% (n = 86,000). TR-FRET ER-beta LBD / SRC1-Cy5 peptide binding; receptor agonist-loaded with 1 µM estradiol;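 active = compounds whose percent inhibition of the receptor-coactivator binding signal exceeds about 50% in the single-dose screen, limit read from the data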;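 also: 0% = receptor plus peptide wells without compound and 100% = peptide-only wells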
Target sequence (Q92731 whole entry, looked up, the tested form may be a part): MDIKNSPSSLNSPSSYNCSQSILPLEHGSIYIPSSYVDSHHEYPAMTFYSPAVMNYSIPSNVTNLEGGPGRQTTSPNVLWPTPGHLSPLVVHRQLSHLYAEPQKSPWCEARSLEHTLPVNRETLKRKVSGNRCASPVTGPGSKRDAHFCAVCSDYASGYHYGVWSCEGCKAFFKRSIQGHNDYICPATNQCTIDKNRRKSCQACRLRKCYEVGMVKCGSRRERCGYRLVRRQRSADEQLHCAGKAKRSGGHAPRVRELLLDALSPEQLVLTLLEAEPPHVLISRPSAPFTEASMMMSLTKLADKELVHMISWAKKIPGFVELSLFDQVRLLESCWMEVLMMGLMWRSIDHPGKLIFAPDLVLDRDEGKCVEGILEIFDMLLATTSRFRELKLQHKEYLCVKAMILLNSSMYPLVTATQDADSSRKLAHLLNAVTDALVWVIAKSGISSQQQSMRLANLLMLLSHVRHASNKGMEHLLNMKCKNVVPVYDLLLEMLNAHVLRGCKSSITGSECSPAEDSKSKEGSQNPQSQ
Starred values were filed as active, the others as inactive; . = not tested or not shown; [ ] = dose if it differs, or a comment.

structure	PLAP activator	ERa coact pot	ERa coact inh	MT1-MMP txn act	Mac1 fbg enh	FAK blocker	CD11b adhes inh	E coli WT exp	ERb coact inh
CC(C)CN(CCCNC(=O)CC1Oc2ccccc2NC1=O)CC(C)C (stereo unspecified)	1.3	102	0	1.1	-2	-2	-4	9	-3
CC1CC(C)CN(C(=O)Cn2c(SCC(=O)N3CCc4ccccc4C3)nc3ccccc32)C1 (stereo unspecified)	.	113[fluorescence artefact?]	-22	1.1	.	-1	.	.	-24[fluorescence artefact?]
O=[N+]([O-])c1ccc(Sc2n[nH]c(-c3ccc(Cl)cc3Cl)n2)nc1	0.9	83	-11	1.1	-6	-7	32	-6	-4
Cc1ccc(-n2c(SCC3CCCCO3)nnc2-c2ccco2)cc1 (stereo unspecified)	1.3	101[fluorescence artefact?]	0	1.2	4	-2	-11	3	-4
CCc1ccccc1NC(=O)/C(=C/c1ccco1)c1ccccc1	0.7	82	5	0.9	-2	-1	15	-3	-2
COc1cccc(/C=N/NC(=O)CSCC(=O)Nc2ccccc2)c1O	1.4	.	.	.	0	2	-6	8	.
Cc1onc(-c2ccccc2Cl)c1C(=O)Nc1ccc(F)c(F)c1	0.9	.	.	.	-6	6	-7	-4	.
O=C(CN(c1ccccc1)S(=O)(=O)c1ccc(Cl)cc1)Nc1ccccc1C(=O)N1CCCC1	1.8	91	3	0.9	-3	-1	0	-17	-2
N#Cc1c(-c2ccncc2)c2c([nH]c1=S)CCCC2	1.1	.	.	.	-4	-8	-9	2	.
CC(=O)N1CCC(N(C(=O)Nc2ccc(F)cc2)C2CCCC2)CC1	1	106	-6	.	0	-2	-1	1	-4
COc1ccccc1N1CCN(c2ncnc3c2oc2ccccc23)CC1	1.3	119	-7	1.2	-5	0	10	-4	1[fluorescence artefact?]
Cc1cccc(C)c1NC(=O)Cn1c(=O)n(CCC(=O)NCc2ccco2)c(=O)c2sccc21	0.9	.	.	1	-1	-2	-11	-3	.
Cc1ccc(C)n1NC(=O)c1ccc(Cl)cc1	0.9	116[fluorescence artefact?]	-4	1	-2	-1	5	-1	16
c1ccc(-c2nc3ccccc3nc2N2CCOCC2)cc1	0.9	112	1[fluorescence artefact?]	1	-3	0	-9	4	-2[fluorescence artefact?]
CCN1C(=O)c2ccccc2S(=O)(=O)c2ccc(C(=O)NCc3cccnc3)cc21	1.5	101	9	1.1	-2	0	-4	4	5[fluorescence artefact?]
CCc1ccc2c(c1)C1(NN=C(c3ccccc3)S1)C(=O)N2 (stereo unspecified)	.	72[fluorescence artefact?]	3[fluorescence artefact?]	1.1	.	-4	.	.	-5[fluorescence artefact?]
O=C1CSC(=S)N1CC1CCCO1 (stereo unspecified)	1.5	95	6	0.8	0	-1	-2	9	-2
O=c1c2c3c(sc2nc2n1CCCCC2)CCCC3	1	69	4	1.7	-1	.	-5	-9	-5[fluorescence artefact?]
Cc1ccc(S(=O)(=O)NCC(=O)N(CC(=O)NCc2ccco2)Cc2ccc3c(c2)OCO3)cc1	0.9	88	2	1	0	-2	-2	-3	0
O=C(Nc1cccc2nsnc12)c1ccc(F)cc1	1.3	112	6[fluorescence artefact?]	1.3	1	-1	-13	-1	-1[fluorescence artefact?]
CC1CCCN(Cc2cccc(Oc3ccccc3)c2)C1 (stereo unspecified)	1.1	99	-4	1.1	.	-6	.	7	6
COC(=O)c1ccccc1NC(=O)C1CC(=O)N(c2ccc(C)cc2)C1 (stereo unspecified)	0.9	104	-5	1.1	-1	-3	14	-2	-3
CCOC(=O)C1CCN(C(=O)CN(c2ccc(Cl)c(C(F)(F)F)c2)S(C)(=O)=O)CC1	1.4	131	-1	1.4	-4	-5	11	-4	-6[fluorescence artefact?]
CC(C)NC(=S)N/N=C1\CCCCC1C1CCCCC1 (stereo unspecified)	1.3	.	.	.	0	-1	16	3	.
COc1ccc(-c2noc(CN3CCOCC3)n2)cc1OC	0.9	102	7	1.1	-2	-3	-8	8	3[fluorescence artefact?]
CCc1cccc(NC2c3ccccc3C(=O)N2c2cccnc2)c1 (stereo unspecified)	1.1	102[fluorescence artefact?]	-2	1	7	.	4	-2	-15[fluorescence artefact?]
CCCS(=O)(=O)N1CCN(C(=O)c2ccccc2F)CC1	.	125	-13	1.2	.	0	.	8	-6
Cc1noc(C)c1CSc1nc2sc(C)c(C)c2c(=O)n1C1CCCC1	1	112	-1	1	9	11	-2	6	-2
CCCCCCCCS(=O)C1CCS(=O)(=O)C1 (stereo unspecified)	0.9	100	-4	1.3	-2	2	0	-6	6
CC(=O)Nc1cc2nn(-c3ccccc3)nc2cc1Cl	0.8	.	.	0.7	-1	4	-12	-3	.
CCC1(CC)C(=O)NC(=O)NC1=NCCc1c[nH]c2ccccc12	1	119	-3	1.2	-1	0	2	-6	-8
CS(=O)(=O)N(CCc1ccccc1)CC(=O)NCc1ccco1	1	111	7	1	0	1	-11	-3	-1[fluorescence artefact?]
CCCC(c1nnnn1CS(=O)(=O)c1ccc(C)cc1)N1CCN(c2ccc(F)cc2)CC1 (stereo unspecified)	1	106	-5	1.1	14	-2	0	-18	3
COC(=O)CSc1nnc(-c2ccoc2C)n1-c1ccc(C)cc1	1	132	-9	1.1	2	-7	6	0	-5[fluorescence artefact?]
CCOc1cc(C(=O)NCc2ccncc2)cc(OCC)c1OCC	1.6	115	0	1	.	-1	.	3	-1[fluorescence artefact?]
O=C(c1ccc(S(=O)(=O)Nc2ccccc2)cc1)N1CCOCC1	0.8	107[fluorescence artefact?]	5	1	-2	1	4	-5	-1
COc1ccc(N2C(=O)CC(N3CCC(O)(c4cccc(C(F)(F)F)c4)CC3)C2=O)cc1 (stereo unspecified)	1.2	.	.	0.9	4	-4	-9	7	.
COc1ccc2c(c1)c(C(C)=O)c(C)n2-c1ccccc1	1	100	0	1.2	-2	3	-44	1	-13
CSc1ccc(C(=S)N2CCN(CCO)CC2)cc1	0.8	99[fluorescence artefact?]	-13	1.2	1	-1	-41	2	-14
O=C(NCCC1=CCCCC1)C1CCN(C(=O)Nc2ccccc2)CC1	1	107	-3	1.2	.	-4	.	-7	-4
COc1ccc(NC(=O)CN2CCN(CC(=O)Nc3ccccc3F)CC2)c(OC)c1	1.3	142	-65	1.3	1	3	-3	4	-7
CS(=O)(=O)Nc1ccc(OCc2ccccc2)cc1	1	116	-3	.	-2	1	-5	-1	-22
COC(=O)C1C(=O)NC(SC)=C(C#N)C1c1ccccc1F (stereo unspecified)	.	112	-6	1.1	.	-1	.	-2	-7
COc1cc(CO)cc(Br)c1OCC(=O)O	1	112	-5	1	-1	-7	-11	0	-3
CCOc1cc(C(=O)Nc2ncccn2)cc(OCC)c1OCC	1.3	108	-32	1.4	5	-3	-2	-1	-10
COc1ccc(NC(=O)C2CCCN2S(=O)(=O)c2ccc3c(c2)CCC(=O)N3)c(OC)c1 (stereo unspecified)	1.5	115	2	1.1	4	-2	-4	-3	8
Cc1cccc(NC(=O)CCN2CC(C)OC(C)C2)c1 (stereo unspecified)	1.2	115	-3	1	-3	2	-10	-1	-6
CCOCCCNS(=O)(=O)c1ccc(NC(=O)c2ccccc2)cc1	1	115	-10	1.1	-6	-1	11	-1	-5
O=C(NC(=S)NCCc1ccccc1)c1ccco1	1	.	.	.	-2	4	5	13	.
O=C(CSC1=Nc2ccccc2C2=NC(c3ccccc3)C(=O)N12)NCC1CCCO1 (stereo unspecified)	1.5	84	4	.	-1	-1	-2	6	6
CN(C(=O)c1ccc(S(=O)(=O)N2CCCC2)cc1)C1CCCCC1	0.9	97	-5	1	-5	-2	-11	0	-11
c1ccc2c(c1)NC(c1ccncc1)n1c-2nc2ccccc21 (stereo unspecified)	.	101	-5	1.1	.	3	.	-2	-5
COc1ccc(C2C(C(=O)N3CCCC3)CC(=O)N2c2ccc(OC)cc2)cc1 (stereo unspecified)	1.5	104	0	1	-1	.	1	2	1
Cn1c(=NC(=O)CSCC(=O)N2CCCC2)sc2ccccc21	0.9	89[fluorescence artefact?]	3	.	-4	2	3	4	14[fluorescence artefact?]
N#Cc1nc(-c2ccco2)oc1N1CCC(C(N)=O)CC1	0.9	98	5	1.2	4	4	-17	0	1[fluorescence artefact?]
Cc1cc(C)cc(-n2nnc(C(=O)NCc3ccco3)c2N)c1	.	112	-15	1.2	.	-1	.	6	3
COc1cccc(-c2nnc(-c3ccc(C(F)(F)F)cc3)o2)c1	.	106	-4	1.5	.	-1	.	.	-5
CCC(Sc1ccc2nnc(-c3ccc(F)cc3)n2n1)C(=O)OC (stereo unspecified)	1.4	99	-9[fluorescence artefact?]	1	.	5	.	0	-2
CCN(CC)CCNC(=O)c1cn(C)c2ccc(S(=O)(=O)N(C)C3CCCCC3)cc2c1=O	1.4	86[fluorescence artefact?]	7	1.1	1	2	-2	-6	14[fluorescence artefact?]
O=C(O)CCC(NC(=O)C(Cc1ccc2c(c1)OCO2)NC(=O)c1ccccc1)C(=O)O (stereo unspecified)	1.3	110[fluorescence artefact?]	1	1.2	-2	-2	-2	-13	-2

Arranged by the number under ERa coact inh (highest first): three of the compounds above.
Compound | ERa coact inh
Cc1cccc(NC(=O)CCN2CC(C)OC(C)C2)c1 (stereo unspecified) | -3
CCCC(c1nnnn1CS(=O)(=O)c1ccc(C)cc1)N1CCN(c2ccc(F)cc2)CC1 (stereo unspecified) | -5
CSc1ccc(C(=S)N2CCN(CCO)CC2)cc1 | -13

Following part
structure	PLAP activator	ERa coact pot	ERa coact inh	MT1-MMP txn act	Mac1 fbg enh	FAK blocker	CD11b adhes inh	E coli WT exp	ERb coact inh
COCCNC(=O)COC(=O)c1nsc(Cl)c1Cl	0.8	.	.	0.9	.	-1	.	-8	.
O=C(COc1ccccc1)N1CCN(S(=O)(=O)Cc2ccccc2)CC1	0.9	103	-1	1.3	-4	-2	6	-8	-5
CCOCCCn1c(=NC(=O)c2ccc(OC)c(OC)c2)c(C#N)cc2c(=O)n3cccc(C)c3nc21	0.9	87	1	1.2	-6	-1	-5	-4	-6
Cc1ccc(NC(=O)/C(C#N)=C/c2ccc(C)s2)c(C)c1	0.9	126	-3	1.6	-2	-1	-17	-12	-3
COC(=O)C1C(=O)c2c([nH]c(C(=O)OCCSC)c2C)CC1C (stereo unspecified)	0.8	133	-5	1.4	-3	2	-4	-3	-6
Cn1c(SCC(=O)N2CCc3ccccc32)nnc1C1CC1	0.9	100[fluorescence artefact?]	-6	1.1	-3	1	-7	-4	-2
CN(Cc1cc2ccccc2[nH]c1=O)S(C)(=O)=O	1	110	-6	0.9	3	4	-10	0	-18
Cc1nnc(SCC(=O)N2CCCCC2)s1	.	115[fluorescence artefact?]	22	1.1	.	1	.	-1	12
Cc1scc(C(=O)N/N=C/c2ccco2)c1C	.	77	8[fluorescence artefact?]	1.8	.	1	.	.	22[fluorescence artefact?]

Only ERb coact inh, FAK blocker and MT1-MMP txn act, for 4 of the compounds above:
Compound | ERb coact inh | FAK blocker | MT1-MMP txn act
Cc1scc(C(=O)N/N=C/c2ccco2)c1C | 22[fluorescence artefact?] | 1 | 1.8
Cc1nnc(SCC(=O)N2CCCCC2)s1 | 12 | 1 | 1.1
Cc1ccc(NC(=O)/C(C#N)=C/c2ccc(C)s2)c(C)c1 | -3 | -1 | 1.6
CCOCCCn1c(=NC(=O)c2ccc(OC)c(OC)c2)c(C#N)cc2c(=O)n3cccc(C)c3nc21 | -6 | -1 | 1.2
